RXFP1 antagonist: qHTS Assay for Antagonists of the Relaxin Receptor RXFP1. Relaxin receptor 1 (Homo sapiens), Q9HBX9. HEK293-RXFP1, relaxin-stimulated cAMP HTRF, 30 min; stronger effect = lower value. activity change, negative = inhibition, % at 57.5 µM. 350,000 tested, 0.59% active. AID 1259400, 2018;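 active = activity change of -60% or lower, but not beyond a set lower limit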
Target sequence (Q9HBX9 whole entry, looked up): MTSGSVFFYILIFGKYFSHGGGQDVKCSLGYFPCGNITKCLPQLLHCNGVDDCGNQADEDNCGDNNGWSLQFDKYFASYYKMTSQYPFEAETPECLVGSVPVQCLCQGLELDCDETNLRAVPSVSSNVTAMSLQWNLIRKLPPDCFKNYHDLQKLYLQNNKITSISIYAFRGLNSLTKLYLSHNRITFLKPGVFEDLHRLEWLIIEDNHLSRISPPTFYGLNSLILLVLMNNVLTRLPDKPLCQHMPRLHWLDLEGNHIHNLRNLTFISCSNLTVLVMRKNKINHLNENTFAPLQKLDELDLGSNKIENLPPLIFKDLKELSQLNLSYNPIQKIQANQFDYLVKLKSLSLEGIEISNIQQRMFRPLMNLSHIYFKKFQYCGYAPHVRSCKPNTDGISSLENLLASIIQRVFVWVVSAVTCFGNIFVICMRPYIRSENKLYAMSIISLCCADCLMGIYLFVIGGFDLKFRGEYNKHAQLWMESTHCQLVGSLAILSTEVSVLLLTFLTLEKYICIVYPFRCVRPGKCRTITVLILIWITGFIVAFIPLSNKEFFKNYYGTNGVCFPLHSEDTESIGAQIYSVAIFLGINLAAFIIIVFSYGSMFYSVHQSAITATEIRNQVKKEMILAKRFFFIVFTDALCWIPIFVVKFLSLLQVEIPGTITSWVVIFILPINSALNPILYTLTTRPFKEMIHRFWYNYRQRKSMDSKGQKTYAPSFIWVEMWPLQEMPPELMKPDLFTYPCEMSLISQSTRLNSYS
* = called active by the depositor. % is scaled to controls: 0 for no effect and ±100 for the full control effect.

What do the screens show for `Cc1ccc(CSCC(=O)Nc2cc(S(=O)(=O)N3CCOCC3)ccc2OCC(F)(F)F)cc1`?
RXFP1 antagonist: 6

How did Cc1ccc(C(=O)N[C@H](C(=O)N2CCN(c3ncccn3)CC2)C(C)C)cc1 do in these assays?
RXFP1 antagonist: 3

What do the screens show for `COC(=O)C[C@H]1C[C@H]2c3cc(NC(=O)C4CCOCC4)ccc3O[C@H]2[C@@H](CO)O1`?
RXFP1 antagonist: -3

How did C=CCN1C(=O)c2ccc(C(=O)NCCc3ccc(F)cc3)cc2C1=O do in these assays?
RXFP1 antagonist: -5

How did Cc1cc(Cc2cc(C)c(O)c(CO)c2)cc(CO)c1O do in these assays?
RXFP1 antagonist: -18

What do the screens show for `CNC(=O)C[C@H]1C(=O)N(c2ccc(OC)cc2)C[C@@H]1Cc1ccccc1`?
RXFP1 antagonist: -4

How did Cc1cn([C@H]2C[C@H](O)[C@@H](CNCc3ccc(CN(C)S(C)(=O)=O)o3)O2)c(=O)[nH]c1=O do in these assays?
RXFP1 antagonist: 11

Results for CCOC(=O)c1c(NC(=O)COC(=O)CCCOc2ccc(OC)cc2)sc(C(=O)N(C)C)c1C ?
RXFP1 antagonist: -3

What do the screens show for `CC1(C)CC(=O)C=C(c2ccccc2-c2ccc3cc[nH]c3c2)C1=O`?
RXFP1 antagonist: 10

Results for CCCN(C(=O)CSc1ccccc1C(=O)O)C1CCS(=O)(=O)C1 (configuration not stated) ?
RXFP1 antagonist: 3

Results for COc1ccc(Nc2nnc(SC(C)C(=O)NC3CC3)s2)cc1 (configuration not stated) ?
RXFP1 antagonist: -4

Results for Brc1cccc(C=Nc2cccc3ncccc23)c1 ?
RXFP1 antagonist: -1

How did Cc1ccc(-c2nnn(CC(=O)N(CC(=O)NC3CCCCC3)c3cnc4ccccc4c3)n2)o1 do in these assays?
RXFP1 antagonist: 0

How did CC(=O)Nc1ccc(CC(=O)Nc2ccc3c(c2)OC2(CCCC2)O3)cc1 do in these assays?
RXFP1 antagonist: 23

How did CCN(c1ccccc1)S(=O)(=O)c1ccc(C(=O)NCC(c2ccccc2OC)N2CCCC2)cc1 (configuration not stated) do in these assays?
RXFP1 antagonist: -4

Next section (3 carried over from the part before).
How did Cc1ccc(-c2nnn(CC(=O)N(CC(=O)NC3CCCCC3)c3cnc4ccccc4c3)n2)o1 do in these assays?
RXFP1 antagonist: 0

How did CC(=O)Nc1ccc(CC(=O)Nc2ccc3c(c2)OC2(CCCC2)O3)cc1 do in these assays?
RXFP1 antagonist: 23

How did CCN(c1ccccc1)S(=O)(=O)c1ccc(C(=O)NCC(c2ccccc2OC)N2CCCC2)cc1 (configuration not stated) do in these assays?
RXFP1 antagonist: -4

Results for Cc1ccc(C(=O)Nc2ccccc2N2CCCCC2)cc1S(=O)(=O)N1CCOCC1 ?
RXFP1 antagonist: 3

How did Nc1ccn([C@@H]2O[C@H](CNCc3ccc(C#CCCO)cc3)[C@@H](O)[C@H]2O)c(=O)n1 do in these assays?
RXFP1 antagonist: 9

Results for CC1C(=O)N(Cc2cn(CCC3OCCO3)nn2)CCS(=O)(=O)N1Cc1ccc(-c2ccncc2)cc1 (configuration not stated) ?
RXFP1 antagonist: -7

Results for COC(=O)c1ccccc1NC(=O)c1cc[n+](C)cc1 ?
RXFP1 antagonist: -16

How did Cn1c(N)c(C(=O)COC(=O)c2cc(S(=O)(=O)N3CCOCC3)ccc2F)c(=O)n(C)c1=O do in these assays?
RXFP1 antagonist: -28

What do the screens show for `CC1CCCCC12NC(=O)N(CC(=O)NNC(=O)c1ccc(Br)cc1)C2=O` (configuration not stated)?
RXFP1 antagonist: -2

How did CCCCc1c(O)c2cccc3c2n(c1=O)CCC3 do in these assays?
RXFP1 antagonist: -10

Results for CCOC(=O)C1=C(C)NC(C)=C(C(=O)OCC)C1c1ccccc1/C=C/C(=O)OC(C)(C)C ?
RXFP1 antagonist: -11

What do the screens show for `N#CCC(=O)Nc1ccc(C(=O)OCC(=O)N2CCN(C(=O)c3ccco3)CC2)cc1`?
RXFP1 antagonist: -7

Results for O=C(OCC(=O)N1CCN(C(=O)c2ccco2)CC1)c1c(Cl)cccc1Cl ?
RXFP1 antagonist: -1

How did COc1ccc(CCNC(=O)c2cccnc2Cl)cc1OC do in these assays?
RXFP1 antagonist: 3

Results for Oc1c(CN2CCOCC2)cc(CN2CCOCC2)cc1CN1CCOCC1 ?
RXFP1 antagonist: -5

What do the screens show for `CC(=NO)c1ccc2c(c1)C(=NO)c1ccccc1-2`?
RXFP1 antagonist: -11

What do the screens show for `O=C(Oc1ccc(-c2nnco2)cc1)c1cc(S(=O)(=O)N2CCOCC2)ccc1F`?
RXFP1 antagonist: 3

How did CCCCN=C(N)N=C(N)N do in these assays?
RXFP1 antagonist: -8

Compounds listed so far containing an aryl methoxy group:
What do the screens show for `CNC(=O)C[C@H]1C(=O)N(c2ccc(OC)cc2)C[C@@H]1Cc1ccccc1`?
RXFP1 antagonist: -4

Results for CCOC(=O)c1c(NC(=O)COC(=O)CCCOc2ccc(OC)cc2)sc(C(=O)N(C)C)c1C ?
RXFP1 antagonist: -3

Results for COc1ccc(Nc2nnc(SC(C)C(=O)NC3CC3)s2)cc1 (configuration not stated) ?
RXFP1 antagonist: -4

How did CCN(c1ccccc1)S(=O)(=O)c1ccc(C(=O)NCC(c2ccccc2OC)N2CCCC2)cc1 (configuration not stated) do in these assays?
RXFP1 antagonist: -4

How did COc1ccc(CCNC(=O)c2cccnc2Cl)cc1OC do in these assays?
RXFP1 antagonist: 3

(further entries)
Results for N#C/C(=C/c1ccc(-c2ccc([N+](=O)[O-])cc2)o1)C(=O)Nc1nc(-c2cccs2)cs1 ?
RXFP1 antagonist: -29

How did C[C@H]1CN([C@@H](C)CO)C(=O)CCCn2cc(nn2)CO[C@@H]1CN(C)C(=O)CCC(F)(F)F do in these assays?
RXFP1 antagonist: 9

How did CC(=O)Nc1nnc([N+](=O)[O-])s1 do in these assays?
RXFP1 antagonist: 6

How did C[C@H](CO)N1C[C@H](C)[C@H](CN(C)S(=O)(=O)c2cccc(C#N)c2)OCc2cnnn2CCCC1=O do in these assays?
RXFP1 antagonist: 12

How did CCc1ccc(-c2nc(SCC(=O)c3c(N)n(C)c(=O)n(C)c3=O)n[nH]2)cc1 do in these assays?
RXFP1 antagonist: -19

How did CCOc1ccc(NC(=O)C2CC3CCC2C3)cc1 (configuration not stated) do in these assays?
RXFP1 antagonist: -4

Results for Cc1ccc(NC(=O)COC(=O)CN2CCSC2=O)cc1F ?
RXFP1 antagonist: 0

How did Cc1c(NC(=S)NC(=O)c2ccccc2)c(=O)n(-c2ccccc2)n1C do in these assays?
RXFP1 antagonist: 0

What do the screens show for `C=C(C)C1CC=C(C)C(=NNC(=O)c2ccncc2)C1` (configuration not stated)?
RXFP1 antagonist: 1

What do the screens show for `C[C@H]1CN([C@@H](C)CO)C(=O)CCCn2nncc2CO[C@H]1CN(C)C(=O)c1cc(-c2ccccc2)on1`?
RXFP1 antagonist: 8

Results for O=[N+]([O-])c1ccc(NC2CCCCC2)nc1 ?
RXFP1 antagonist: 4

What do the screens show for `Cc1ccc(-c2nnc(N3CCN(C(=O)CN4C(=O)c5ccccc5C4=O)CC3)c3ccccc23)cc1`?
RXFP1 antagonist: -5

What do the screens show for `COc1ccc([C@H]2C[C@@H](O)[C@H](n3cc(COC(=O)c4ccccc4)nn3)CN2C(=O)c2cccs2)cc1`?
RXFP1 antagonist: -6

Results for CC(C(=O)Nc1ccc2c(c1)OCO2)N(C)CC(=O)Nc1ccc(Cl)cc1 (configuration not stated) ?
RXFP1 antagonist: 0

What do the screens show for `O=C(O)c1ccc([N+](=O)[O-])cc1Sc1ccsc1`?
RXFP1 antagonist: -2

How did C(=NOCCc1ccccc1)c1ccccn1 do in these assays?
RXFP1 antagonist: 9

How did O=C1c2ccc(-c3nc4ccccc4o3)cc2C(=O)N1Cc1cccnc1 do in these assays?
RXFP1 antagonist: -7

Results for Cc1cc(C(=O)C(C(c2ccccc2)N2CCOCC2)N2CCOCC2)ccc1Cl (configuration not stated) ?
RXFP1 antagonist: -13

Results for CCOC(=O)C(=O)Cc1cccnn1 ?
RXFP1 antagonist: -2

How did COc1ccccc1C(CNC(=O)c1cccc(S(=O)(=O)N2c3ccccc3CC2C)c1)N(C)C (configuration not stated) do in these assays?
RXFP1 antagonist: -10

Results for Cc1nc2ccc(N)nc2nc1C ?
RXFP1 antagonist: -8

Results for CCN(CC(=O)NCc1cccs1)CC(=O)Nc1ccc(C(N)=O)cc1 ?
RXFP1 antagonist: 3

Results for C[C@@H]1CN([C@@H](C)CO)C(=O)CCCn2nncc2CO[C@H]1CN(C)S(=O)(=O)c1cn(C)cn1 ?
RXFP1 antagonist: -5

Results for Cc1ccccc1C1(O)c2ccccc2-c2ccccc21 ?
RXFP1 antagonist: -6

Results for CN1OC[C@@H]2CN[C@H](c3cccc(Oc4ccccc4)c3)C[C@@H]21 ?
RXFP1 antagonist: 1

How did Cc1ccc([N+](=O)[O-])c(NC(=O)COC(=O)CCNS(=O)(=O)c2cccs2)c1C do in these assays?
RXFP1 antagonist: 2

What do the screens show for `Cc1ccc(NC(=O)Cn2nc(C(=O)O)c3ccccc3c2=O)cc1S(=O)(=O)N1CCCCC1`?
RXFP1 antagonist: -1

What do the screens show for `CN(C)CCNC(=O)c1ccc(Cl)c2cc3ccccc3nc12`?
RXFP1 antagonist: -6

What do the screens show for `C[C@H](CO)N1C[C@H](C)[C@H](CN(C)S(=O)(=O)c2cccs2)Oc2ncc(-c3cc4ccccc4o3)cc2C1=O`?
RXFP1 antagonist: 5

Results for O=C(COC(=O)C1CC1)NCc1ccc(Cl)cc1Cl ?
RXFP1 antagonist: 15

What do the screens show for `CCOc1ccc(C(=O)OC(C)C(=O)N2CCN(Cc3ccccc3)CC2)cc1` (configuration not stated)?
RXFP1 antagonist: -16

How did C[C@@H]1CN([C@@H](C)CO)S(=O)(=O)c2ccc(Br)cc2O[C@H]1CN(C)C(=O)c1ccc2c(c1)OCO2 do in these assays?
RXFP1 antagonist: -20

How did NC(=S)NN=Cc1ccc(-c2ccc(S(=O)(=O)Nc3ncccn3)cc2)o1 do in these assays?
RXFP1 antagonist: -4

Results for CCCCN1C(=O)C(CC(=O)NCc2cccs2)CC(C(=O)N(C(C)C)C(C)C)=C1C (configuration not stated) ?
RXFP1 antagonist: -2

What do the screens show for `Clc1ccc(C=NN2CCCCCC2)cc1`?
RXFP1 antagonist: -17

Results for CCc1nnc(SCC(=O)Nc2ccc3ccccc3c2)n1N ?
RXFP1 antagonist: 5

How did C[C@@H]1CCCCO[C@@H](CN(C)C(=O)C2CCCCC2)[C@@H](C)CN([C@H](C)CO)C(=O)c2cc(NC(=O)NC3CCCCC3)ccc2O1 do in these assays?
RXFP1 antagonist: 16

What do the screens show for `S=c1sscc1-c1ccccc1`?
RXFP1 antagonist: 8

What do the screens show for `CC(C)c1ccccc1NC(=S)NC(=O)C1CCCCC1`?
RXFP1 antagonist: -65*

What do the screens show for `Cc1ccc(S(=O)(=O)N2CCN(CC(=O)N3CCCC3)CC2)c(C)c1`?
RXFP1 antagonist: 0

Results for CCN(CC(=O)Nc1ccc(OC)cc1)CC(=O)Nc1cccc(S(=O)(=O)N2CCOCC2)c1 ?
RXFP1 antagonist: 6

How did COC(=O)c1ccc(NCc2cc(O)ccc2O)cc1 do in these assays?
RXFP1 antagonist: -28

How did COC(=O)Cn1c(CN2CCN(c3ccccc3F)CC2)nc2c1c(=O)n(C)c(=O)n2C do in these assays?
RXFP1 antagonist: -5

Results for COc1cccc(-c2c(C(=O)O)cc(O)c3ccc(OC)cc23)c1 ?
RXFP1 antagonist: 7

How did CN(CC(=O)Nc1ccc(F)c(F)c1F)C(=O)c1n[nH]c(=O)c2ccccc12 do in these assays?
RXFP1 antagonist: -30

How did O=S(=O)(O)Sc1ccccc1 do in these assays?
RXFP1 antagonist: 0

Results for C[C@H](CO)N1C[C@H](C)[C@@H](CN(C)C(=O)Nc2ccccc2)Oc2cc(Br)ccc2S1(=O)=O ?
RXFP1 antagonist: 3

What do the screens show for `O=C(Nc1cccc(Cl)c1)C1CC1c1ccccc1` (configuration not stated)?
RXFP1 antagonist: 0

How did COc1ccccc1/C=C/C(=O)OCC(=O)NCc1ccc2c(c1)OCO2 do in these assays?
RXFP1 antagonist: 8

What do the screens show for `CCCSc1nc2c([nH]1)c(=O)n(C)c(=S)n2C`?
RXFP1 antagonist: -2

How did COc1ccc(C=NNC(=O)CCCC(=O)NN=Cc2ccc(OC)c(O)c2)cc1O do in these assays?
RXFP1 antagonist: -3

What do the screens show for `COc1ccc(/C=C/C(=O)OCC(=O)NC2CCCCCCC2)cc1`?
RXFP1 antagonist: -10

How did O=C(CSc1nnc(CN2CCCC2)n1-c1ccccc1)c1ccc2c(c1)OCO2 do in these assays?
RXFP1 antagonist: -5

How did O=C(CCc1ccc(S(=O)(=O)N2CCOCC2)cc1)Nc1ccccc1F do in these assays?
RXFP1 antagonist: 0

Results for COc1c(Cl)cc(C(=O)Nc2cccnc2)cc1Cl ?
RXFP1 antagonist: -1

What do the screens show for `CCc1ccc(C(=O)C(C)CN2CCCCC2)cc1` (configuration not stated)?
RXFP1 antagonist: 2

What do the screens show for `C[C@H](NC(=O)c1[nH]cnc1C(=O)N[C@@H](C)CO)c1ccccc1`?
RXFP1 antagonist: 2

How did O=C(COC(=O)c1cccc(C(F)(F)F)c1)NC(=O)NC1CCCC1 do in these assays?
RXFP1 antagonist: -24

What do the screens show for `Cc1c(C(=O)Nc2nccs2)oc2ccccc12`?
RXFP1 antagonist: -4

Results for O=C(CN1CCN(S(=O)(=O)c2ccc3c(c2)OCCCO3)CC1)N1CCc2ccccc21 ?
RXFP1 antagonist: 3

What do the screens show for `COc1cc2c(Nc3ccc(Br)cc3F)ncnc2cc1OCC1CCN(C)CC1`?
RXFP1 antagonist: 15

Results for C[C@@H]1CN([C@H](C)CO)C(=O)c2cc(-c3ccc(C#N)cc3)cnc2O[C@H]1CN(C)C(=O)c1ccccc1 ?
RXFP1 antagonist: 0

Results for Oc1ccc2ccc3cccc[n+]3c2c1 ?
RXFP1 antagonist: 2

What do the screens show for `COc1ccccc1-c1ccc2c(c1)O[C@@H](CN(C)C(=O)Nc1cccc(F)c1)[C@H](C)CN([C@H](C)CO)S2(=O)=O`?
RXFP1 antagonist: 1

Results for CC(C)CNC(=O)c1ccccc1C(=O)NC1(C(=O)NCC(C)C)CCCC1 ?
RXFP1 antagonist: -5

Not all compounds are listed; count on the stated rates, not on these rows.
